High-throughput results: PubChem, several laboratories
Mdm2 ligase inh – blocks human Mdm2 ubiquitin ligase activity; cell-based MDM2 ubiquitination luciferase reporter, 2 h; 0 = plate control, 100 = twice control, blank-subtracted; signal enhancement, % at 5 µM; actives 0.11% (n = 210,000); Q00987;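 active means signal enhancement of 30% or more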;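 further: luminescence tracks abundance of the self-degrading MDM2-luciferase fusion protein; higher signal means inhibition of MDM2 E3 ligase activity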
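Buffer or medium: Cells held in DMEM | Assay system: Stable mammalian line carrying autodegrading MDM2–luciferase fusion reporter | Quantity: 2000 cells/well | Times: 4 h settle plus 2 h compound, 37 °C | Doses: One concentration, 5 µM, with 0.2% DMSO | Technique: Luminescence with SteadyLite reagent, 15 min at room temperature | Benchmarks: Plate controls and plate blanks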
Runt-SMMHC FRET – blocks binding of human RUNX1 Runt domain to CBFb-SMMHC. Q01196+Q13951. Cerulean-Runt/Venus-CBFb-SMMHC FRET ratio 530/480, 1 h. inhibition, % at 20 µM. actives 0.74% (n = 220,000);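 active means mean inhibition across duplicate retests at 20 µM reaching about 50%, limit read from the data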;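 further: 0% = DMSO wells and 100% = wells with excess untagged CBFb-SMMHC; inhibitors lower the FRET ratio by blocking Runt binding to CBFb-SMMHC; some results filed as inactive read as strong as hits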
Target sequence (Q01196 whole entry, looked up, the tested form may be a part): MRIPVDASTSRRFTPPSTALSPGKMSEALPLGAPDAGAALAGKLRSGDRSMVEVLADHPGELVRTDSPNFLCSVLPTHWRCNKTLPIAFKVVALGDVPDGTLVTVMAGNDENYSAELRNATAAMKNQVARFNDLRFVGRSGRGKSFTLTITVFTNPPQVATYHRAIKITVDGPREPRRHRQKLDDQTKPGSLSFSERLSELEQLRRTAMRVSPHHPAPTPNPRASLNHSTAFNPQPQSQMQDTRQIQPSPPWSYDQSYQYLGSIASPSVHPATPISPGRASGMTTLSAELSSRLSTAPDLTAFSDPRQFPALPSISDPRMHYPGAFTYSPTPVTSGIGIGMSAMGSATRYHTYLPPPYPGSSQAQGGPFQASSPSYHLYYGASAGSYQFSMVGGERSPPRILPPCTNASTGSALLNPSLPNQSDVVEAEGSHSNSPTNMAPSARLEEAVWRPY
Target sequence (Q13951 whole entry, looked up, the tested form may be a part): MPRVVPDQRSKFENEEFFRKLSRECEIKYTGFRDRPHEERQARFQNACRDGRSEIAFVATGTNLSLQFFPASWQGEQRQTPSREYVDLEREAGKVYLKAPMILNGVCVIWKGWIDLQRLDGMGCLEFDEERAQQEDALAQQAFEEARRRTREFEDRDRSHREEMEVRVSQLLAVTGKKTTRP
EBV gp42 inh – inhibitors of Epstein-Barr virus glycoprotein 42; actives 0.42% (n = 220,000); inhibition, % (tested at 21.74 µM); Fluorescence polarization binding assay, mP read-out; AID 1085; Q1HVG2; in the data active means inhibition above about 50%
Target sequence (Q1HVG2 whole entry, looked up): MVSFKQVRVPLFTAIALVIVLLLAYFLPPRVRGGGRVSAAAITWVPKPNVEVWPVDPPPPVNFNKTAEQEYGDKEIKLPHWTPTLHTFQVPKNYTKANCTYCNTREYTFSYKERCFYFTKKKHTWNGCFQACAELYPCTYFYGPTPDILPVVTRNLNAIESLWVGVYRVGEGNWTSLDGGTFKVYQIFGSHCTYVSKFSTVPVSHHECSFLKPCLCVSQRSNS
L929 necroptosis – blocks zVAD induced death of L929 cells; L929 zVAD necroptosis rescue, ATP luminescence, 24 h; with zVAD 60 µM; viability rescue, % at 10 µM; actives 0.38% (n = 220,000);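 active means activation, scaled between plate controls, above about 75%, limit read from the data; inactive means activation under that limit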;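 further: 0% = zVAD with DMSO and 100% = DMSO alone without zVAD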
Hck-Nef inh – blocks Nef-activated human Hck kinase; P08631; Recombinant Hck-YEEI plus Nef, Z-Lyte FRET kinase assay; inhibition, % at 20 µM; actives 0.68% (n = 220,000); AID 463187;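 active means Hck-Nef kinase inhibition above about 50%, limit read from the data; inactive means inhibition below that limit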;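 further: 0% = DMSO with Hck plus Nef and 100% = Hck alone without Nef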
Runt-CBFb FRET – inhibitors of human RUNX1 Runt domain binding to CBFb. Q01196+Q13951. Cerulean-Runt/Venus-CBFb FRET ratio 530/480, 1 h. inhibition, % at 20 µM. actives 0.46% (n = 220,000);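 active means inhibition over about 50% at 20 µM in the single-dose screen, limit read from the data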;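 further: 0% = DMSO wells and 100% = excess unlabeled CBFb competitor control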
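test system = Cerulean-Runt domain fusion protein, energy donor | probe or stimulus = Venus-CBFb binding partner, 100 nM | incubation = two 1 h room-temperature incubations shielded from light | detection = fluorescence energy transfer, 422 nm excitation, 530/480 nm emission | measure = loss of energy transfer signal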
14-3-3 Bad inh – disrupts binding of bovine 14-3-3 zeta to phospho-Bad peptide; P63103; TR-FRET 14-3-3zeta/Dy647-pBad peptide displacement, 1 h; inhibition, % at 21.7 µM; actives 0.71% (n = 220,000); AID 781;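 active means inhibition above about 70%, limit read from the data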;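 further: 0% = full 14-3-3 plus peptide FRET controls and 100% = background without 14-3-3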
p47phox inh – blocks human p47phox regulatory protein of NADPH oxidases | p47phox/p22phox peptide binding, fluorescence polarization, 2 h | AID 1274 | inhibition, % at 24.7 µM | P14598 | actives 0.53% (n = 220,000);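 active means inhibition above about 30%, limit read from the data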;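 further: 0% = p47phox with labelled peptide and 100% = labelled peptide alone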
TbHK1 inh – blocks Trypanosoma brucei hexokinase 1 activity; recombinant TbHK1, G6PDH-coupled NADH A340; inhibition, % at 10 µM; actives 0.11% (n = 220,000); AID 1430;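 active means inhibition of 50% or more in the single-dose primary screen; inactive means inhibition below 50%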
An asterisk follows results filed as active; / = no result given; [ ] = another dose, or the depositor's remark.

#	structure	Mdm2 ligase inh	Runt-SMMHC FRET	EBV gp42 inh	L929 necroptosis	Hck-Nef inh	Runt-CBFb FRET	14-3-3 Bad inh	p47phox inh	TbHK1 inh
1	NC(=S)NC(=O)c1ccccc1	-7	-3	-6	0.7	7	-1	-7	-3	3
2	COc1c(Cl)cc(-c2noc(C)c2C(=O)NCc2ccc3c(c2)OCO3)cc1Cl	/	2	2	/	-4	-1	11[fluorescence artefact?]	1	0
3	CSc1cc(-c2ccc(Cl)cc2)c(C(=O)NN)s1	-15	3	-5	0.1	2	-1	4	7	-7
4	Cn1cc(/C=N/n2cnc3scc(-c4ccc(Cl)cc4)c3c2=O)c2ccccc21	-3	1	6	-0.3	45	1	8	23	-23
5	Cc1nc(N2CCOCC2)c2c(C)c(C(=O)Nc3ccc(C(F)(F)F)cc3)sc2n1	-5	-2	14	17	22	-4	-3	2	-20
6	COc1ccc(OC)c(NC(=O)c2ccc(Cl)cc2)c1	-19	3	1	-0.4	10	2	-12	2	-2
7	O=C(CCCCCNC(=O)c1ccccc1)N/N=C/c1ccco1	-10	-4	-12	1.1	23	-1	-8	-2	3
8	O=C(CN1CCN(C(c2ccccc2)c2ccccc2)CC1)N1CCN(c2ccccc2)CC1	-6	-2	-2	1.0	1	-1	5	-18	-15
9	CCC(C)c1ccc(C2C3=C(Nc4nc(N)[nH]c(=O)c42)c2ccccc2C3=O)cc1 (stereo not given)	-5	-3	-16	1.1	28	6	-1	-11	-28
10	COc1ccc(CN(CC2CCCO2)C(=O)CN2C(=O)COc3ccccc32)cc1OC (stereo not given)	-6	-10	-8	-0.8	19	-1	-3[fluorescence artefact?]	16	4
11	N/C(=N\OC(=O)CCn1cccc(C(F)(F)F)c1=O)c1ccc(Cl)cc1	-5	-3	-6	0.3	5	0	-5	-9	12
12	CS(=O)(=O)N(CC(=O)Nc1cccc([N+](=O)[O-])c1)c1ccccc1	-6	-1	-12	0.5	15	1	-6	-4	0
13	N=c1c(C(=O)NCc2ccc(F)cc2)cc2c(=O)n3ccccc3nc2n1Cc1cccnc1	-24	59*	28	-0.3	11	20	13	3	-14
14	CCOc1ccc(N(CC)S(=O)(=O)c2ccc3c(c2)n(C)c(=O)c(=O)n3C)cc1	-7	1	-19	0.0	0	-1	-4	-5	-7
15	Cc1cc(C)n(-c2nnc(C)n2/N=C/c2ccc(O)cc2)n1	5	-2	-11	9.6	15	5	-14	-7	-27
16	C#CCn1c(-c2cccs2)nc2ccccc21	2	/	1	1.8	25	/	-4	-1	-4
17	CC1CCc2c(sc(NC(=O)C(=O)NCc3ccco3)c2C#N)C1 (stereo not given)	0	1	-20	-0.3	1	3	3[fluorescence artefact?]	-2	-12
18	Cc1noc(NS(=O)(=O)c2ccc(N/C=C/C(=O)c3ccccc3)cc2)c1C	-10	4	-3	-0.2	-1	2	/	1	-24
19	O=C(CCC(=O)N(CC(=O)NC1CCCCC1)Cc1cccs1)Nc1nccs1	/	-3	11	-0.1	27	-1	-2	-3	7
20	O=c1[nH]c(SCc2ccc(Cl)cc2)nc2ccccc12	4	2	3	2.1	2	0	2	4	-34
21	C/C(=C1/SC(N2CCOCC2)=NC1=O)c1ccc(Cl)cc1	-19	0	6	-0.4	-1	-2	-3	-2	-24
22	COc1ccc(OC)c(N=C(N)N=C(N)N)c1	/	2	3	0.6	-5	1	-9	-11	-4
23	NC(=O)[C@@H]1CC2(CC(c3cccc(NC(=O)[C@H]4CCC(=O)N4)c3)=NO2)CN1C(=O)c1ccc(Cl)cc1 (stereo not given in full)	-88	-1	1	0.2	11	3	-6	-5	-3
24	Cn1nnnc1SCC(=O)N1c2ccccc2Sc2ccc(Cl)cc21	-6	0	-8	-1.0	9	-1	-14	-1	3
25	O=C(N1CCOCC1)N1CCN(c2ccc(F)cc2)CC1	4	3	-9	-0.7	1	-1	1	-19	-18
26	O=C1C2C3C=CC(C3)C2C(=O)N1c1cccc2cccnc12 (stereo not given)	-14	0	-16	-0.2	1	0	5	-7	1
27	COc1ccc(/C=N/Nc2nc3ccccc3o2)cc1OC	7	4	-20	0.7	1	-1	-11	-5	-19
28	CCC(=O)Nc1cc(C(=O)OCC(=O)c2ccc(Cl)cc2Cl)ccc1C	-6	-5	-14	1.4	0	-3	1[fluorescence artefact?]	3	4
29	COc1ccc(C(=O)Nc2ccc(C)c(S(=O)(=O)N3CCCCCC3)c2)cc1	/	-3	-4	0.9	8	-1	0	/	6
30	C=CCN1c2ccccc2[C@]23C[C@@H](C(=O)OC)N(C(=O)C4CCC4)C2=NC(C(=O)OC)=C(C(=O)OC)[C@H]13	6	-6	-16	0.0	15	1	1	11	-20
31	O=C(Cn1nc(-c2ccccc2)ccc1=O)Nc1ccc(NC(=O)c2ccccn2)cc1	-11	-30	-3	25	46	-9	-4	30	-20
32	Nc1nc(SCC(=O)NCc2ccccc2)n[nH]1	-12	-2	-3	0.1	0	0	5	-13	3
33	CCOC(=O)N1CCN(C2CC(=O)N(c3ccc(C)cc3)C2=O)CC1 (stereo not given)	-4	-3	5	0.1	1	-1	-8	-8	2
34	COc1ccc(C(=O)n2c(C)c(CCO)c(=O)n2C)cc1	-4	-4	-9	0.6	19	5	-8	-12	3
35	CCCCCCn1c(=O)c(Cc2ccccc2)c(O)c2ccccc21	1	1	-2	6.3	31	-2	-18	-11	1
36	CC(C)(C)CC(C)(C)NC(=O)c1ccccc1	-11	0	-2	3.0	-120	-1	-3	-4	0
37	Cc1ccc(S(=O)(=O)N2CCN(C(=O)c3cccc(F)c3)CC2)cc1	-18	5	-19	0.2	-1	0	-3	-2	0
38	O=S(=O)(NCCN1CCOCC1)c1cccs1	-5	33	1	0.8	-1	0	-9	-7	-3
39	COc1cccc(/C=N/NC(=O)CSc2ccccc2C)c1OC	-16	6	-17	/	-4	-1	-6	-12	0
40	COc1ccc(C(C)(C)C)cc1NC(=O)COC(=O)c1ccc([N+](=O)[O-])o1	7	2	0	4.3	28	-4	-13	9	-6

Shown with each value named: two of the compounds above
26) O=C1C2C3C=CC(C3)C2C(=O)N1c1cccc2cccnc12 (stereo not given)
- Mdm2 ligase inh: -14
- Runt-SMMHC FRET: 0
- EBV gp42 inh: -16
- L929 necroptosis: -0.2
- Hck-Nef inh: 1
- Runt-CBFb FRET: 0
- 14-3-3 Bad inh: 5
- p47phox inh: -7
- TbHK1 inh: 1

29) COc1ccc(C(=O)Nc2ccc(C)c(S(=O)(=O)N3CCCCCC3)c2)cc1
- Mdm2 ligase inh: /
- Runt-SMMHC FRET: -3
- EBV gp42 inh: -4
- L929 necroptosis: 0.9
- Hck-Nef inh: 8
- Runt-CBFb FRET: -1
- 14-3-3 Bad inh: 0
- p47phox inh: /
- TbHK1 inh: 6

More results.
#	structure	Mdm2 ligase inh	Runt-SMMHC FRET	EBV gp42 inh	L929 necroptosis	Hck-Nef inh	Runt-CBFb FRET	14-3-3 Bad inh	p47phox inh	TbHK1 inh
41	Cc1cc2nc(SCCOC(=O)Nc3ccccc3)nc(C)c2cc1C	-10	0	-7	0.8	3	-3	-15	-16	32
42	CC1(C(=O)O)CCC(C(=O)Nc2ccccc2)C1(C)C (stereo not given)	-10	7	-19	-0.1	-1	1	-6	-3	-3
43	CCN=C1SC(C(=O)Nc2ccc(OCC)cc2)CC(=O)N1CC (stereo not given)	-13	3	-1	1.9	-10	-1	-11	-8	0
44	CC1(C(=O)NC2CCCCCCC2)CC1(Cl)Cl (stereo not given)	-5	-2	-20	0.6	2	2	8	5	1
45	CC(C)c1cccc(C(C)C)c1NC(=O)CNCc1ccccc1F	2	-5	-27	0.0	3	-2	4	-5	19
46	CCN(CC)C(=O)c1cc2c(=O)n3ccccc3nc2s1	-12	17	-8	-0.9	24	7	10	6	-33
47	CN(C)/C=N/c1nc2nccc(-c3cccs3)n2n1	-5	10	-4	-0.2	22	2	19	1	-45
48	Cc1ccc(C)c2[nH]c(=O)c(CN(Cc3cccnc3)C(=S)NCc3ccco3)cc12	-3	3	-13	0.0	12	37	-2	40*	-29
49	O=c1nc(Nc2ccc(Br)cc2)sc2ccc([N+](=O)[O-])cc12	/	6	-4	0.9	30	9	95*	11	11
50	O=C(CCCc1nc2ccccc2s1)NCc1ccccc1	17	1	-2	0.0	-1	-2	-7[fluorescence artefact?]	-1	2
51	COc1cc(SC)ccc1C(=O)NCCN1CCOCC1	-5	-3	1	1.2	-4	1	-10	8	-11
52	CCOC(=O)c1sc2nc(C)nc(SCC(N)=O)c2c1C	-14	-1	4	1.0	3	-2	6	-12	-8
53	COc1ccc(C(=O)N2N=C3CC(C)(C)OCC3C2c2ccccc2)cc1 (stereo not given)	-3	7	-9	/	-8	-1	-2	-12	-3
54	Cn1nnnc1SCC(=O)Nc1ccccc1Cl	-20	-1	4	0.1	2	-2	4	-12	-2
55	COc1cccc(CN(C)CC(=O)Nc2ccccc2N2CCOCC2)c1OC	-4	-5	0	-1.8	13	0	3	6	2
56	O=C1CC(Sc2nnnn2C2CCCCC2)C(=O)N1c1ccccc1 (stereo not given)	12	11	-10	0.0	1	14	10	-2	3
57	C=CCc1cc(C)ccc1OCCOCCn1ccnc1	3	2	3	-0.7	2	-2	1	-6	19
58	COc1ccccc1Nc1n[nH]c(=S)s1	-4	49	-22	1.8	-18	29	-5	9	-5

One compound at a time, as listed above.
CCN=C1SC(C(=O)Nc2ccc(OCC)cc2)CC(=O)N1CC (stereo not given) as listed: Mdm2 ligase inh = -13; Runt-SMMHC FRET = 3; EBV gp42 inh = -1; L929 necroptosis = 1.9; Hck-Nef inh = -10; Runt-CBFb FRET = -1; 14-3-3 Bad inh = -11; p47phox inh = -8; TbHK1 inh = 0
Cn1nnnc1SCC(=O)Nc1ccccc1Cl as listed: Mdm2 ligase inh = -20; Runt-SMMHC FRET = -1; EBV gp42 inh = 4; L929 necroptosis = 0.1; Hck-Nef inh = 2; Runt-CBFb FRET = -2; 14-3-3 Bad inh = 4; p47phox inh = -12; TbHK1 inh = -2
